APJ ag: agonists of human APJ apelin receptor. CHO-K1 APJ PathHunter beta-arrestin, luminescence; 0% DMSO wells, 100% apelin. AID 2520. activation, % at 20 µM. actives 0.11% (n = 330,000). P35414;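 active = activation more than six SD over the plate average, tested at 20 µM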;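 note: 0% = DMSO alone and 100% = apelin-13 at 10 nM; some results filed as inactive read as strong as hits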
Target sequence (P35414 whole entry, looked up): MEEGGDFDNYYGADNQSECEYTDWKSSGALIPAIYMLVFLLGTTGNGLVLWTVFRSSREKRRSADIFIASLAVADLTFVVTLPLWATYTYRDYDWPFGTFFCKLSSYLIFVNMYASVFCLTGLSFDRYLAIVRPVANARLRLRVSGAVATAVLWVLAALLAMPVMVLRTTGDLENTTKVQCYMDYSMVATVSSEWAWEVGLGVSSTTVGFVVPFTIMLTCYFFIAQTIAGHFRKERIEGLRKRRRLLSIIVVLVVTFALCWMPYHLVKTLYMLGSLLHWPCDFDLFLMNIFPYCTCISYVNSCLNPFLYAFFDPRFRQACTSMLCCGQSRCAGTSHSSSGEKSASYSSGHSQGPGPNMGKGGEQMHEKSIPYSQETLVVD
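Assay system – PathHunter CHO-K1 APJ (AGTRL-1) beta-arrestin reporter cells · Compound – one dose, 20 µM compound, 1% DMSO · Timing – compound 90 min 25 °C, reagent 1 h · Measured by – luminescence from split beta-galactosidase complementation, Galacton Star/Emerald II substrate · Measure – beta-arrestin recruitment to APJ as agonist activity, luminescent signal · Benchmarks – DMSO vs Apelin-13 10 nM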
UPR XBP1 act: activators of adaptive arm of unfolded protein response (XBP1); CHO-XBP1 luciferase reporter, IRE1-XBP1 UPR activation, luminescence; percent of tunicamycin response, DMSO as zero; activation, % at 20 µM; actives 0.33% (n = 330,000);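 active = versus positive control, 20 µM dose yields 30% or more activation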;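 note: 100% = tunicamycin at 10 µg/mL and 0% = DMSO only wells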
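Material: CHO cell line with stable XBP1 luciferase reporter; schedule: 16-18 h cell attachment at 37 °C, then 6 h compound exposure; signal: glow luminescence from Steady-Glo reagent; medium: serum-containing F12 medium, 10% FBS; benchmarks: tunicamycin 10 µg/mL and vehicle-only wells; read-out: percent activation relative to tunicamycin reference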
APJ antagonist: antagonists of human APJ apelin receptor. CHO-K1 APJ beta-arrestin complementation, luminescence. inhibition, % at 20 µM. actives 0.32% (n = 330,000);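 active = inhibition above about 40% at 20 µM, limit read from the data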;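 note: cells challenged with 10 nM apelin-13 agonist together with compound; plate controls were apelin-13 plus DMSO wells for no effect and DMSO wells lacking apelin-13 for full effect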
UPR CHOP act: apoptotic UPR (CHOP) activation | actives 0.34% (n = 330,000) | activation, % at 10 µM | CHO-CHOP luciferase reporter, luminescence; percent of tunicamycin response over DMSO baseline;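 active = at 10 µM dose, activation of 40% or more, normalized to positive control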;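 note: 100% = tunicamycin at 10 µg/mL and 0% = DMSO alone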
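Test system: CHO CHOP reporter cells. Input: 500 CHO-CHOP cells per well. Medium: F12 with 10% FBS. Technique: luciferase luminescence. Measure: percent activation relative to tunicamycin control. Dosing: 10 µM compound, 0.5% DMSO. Timing: 16-18 h cell attachment, then 6 h compound exposure, 37 °C.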
CXCR6 inh: blocks human CXCR6 beta-arrestin recruitment; actives 0.36% (n = 360,000); inhibition, % at 20 µM; AID 602244; O00574; CHO-K1 PathHunter CXCR6 beta-arrestin, luminescence; in the data active = inhibition above about 34%, passing the limit was not always enough;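 note: antagonist mode with CXCL16 agonist at 10 nM final; 0% = 10 nM CXCL16 with DMSO and 100% = unstimulated wells without agonist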
Target sequence (O00574 whole entry, looked up): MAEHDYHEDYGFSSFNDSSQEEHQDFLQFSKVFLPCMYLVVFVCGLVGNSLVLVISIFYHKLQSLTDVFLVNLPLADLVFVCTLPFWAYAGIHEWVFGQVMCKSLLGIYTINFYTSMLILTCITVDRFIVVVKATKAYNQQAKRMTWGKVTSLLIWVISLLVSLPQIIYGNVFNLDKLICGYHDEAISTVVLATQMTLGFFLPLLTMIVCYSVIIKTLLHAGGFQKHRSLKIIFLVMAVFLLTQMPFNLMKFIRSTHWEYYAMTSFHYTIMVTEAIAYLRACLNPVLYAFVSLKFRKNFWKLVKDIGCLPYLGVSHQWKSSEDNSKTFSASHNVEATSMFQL
tim23-1 inh: tim23-1 yeast growth inhibition; S. cerevisiae tim23-1 growth, BacTiter-Glo luminescence, 24 h; inhibition, % at 20 µM; actives 1.3% (n = 330,000);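 active = growth inhibition of the mutant yeast at or above 50%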;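 note: temperature-sensitive mutant grown at 25 °C; plate controls were DMSO-treated mutant yeast for no effect and medium wells lacking yeast for full effect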
CCR6 antagonist: blocks CCL20-driven beta-arrestin recruitment at human CCR6; inhibition, % at 20 µM; CHO-K1 CCR6 PathHunter beta-arrestin, luminescence, CCL20-stimulated; AID 493098; actives 0.49% (n = 340,000); P51684;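 active = compounds whose inhibition of the agonist-driven luminescence signal at 20 µM reaches about 50%, limit read from the data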;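 note: cells stimulated with CCL20 at 14 nM final; plate controls were DMSO with CCL20 for no effect and DMSO without agonist for full effect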
EBI2 block: antagonists of human EBI2 receptor | actives 0.81% (n = 360,000) | P32249 | inhibition, % at 5 µM | AID 651636 | EBI2 beta-arrestin recruitment, luminescence, 7a,25-OHC stimulated; in the data active = inhibition above about 38%;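 note: enzyme fragment complementation signal reports receptor beta-arrestin coupling in cells; 0% = agonist plus DMSO wells and 100% = wells without agonist; some results beyond the cut were filed as inactive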
Mdm2 MdmX PPI: human Mdm2/MdmX binding inhibition; actives 3% (n = 330,000); inhibition, % at 8 µM; SaOS-2 split-luciferase Mdm2/MdmX complementation, luminescence;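 active = inhibition of at least 50% at 8 µM in the primary screen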
Numbers without * were called inactive; · = no result given.

canonical_smiles	APJ ag	UPR XBP1 act	APJ antagonist	UPR CHOP act	CXCR6 inh	tim23-1 inh	CCR6 antagonist	EBI2 block	Mdm2 MdmX PPI
Cc1nc2c(cnn2-c2ccccc2)c(=O)n1/N=C/c1ccccc1	-3	0	13	1.8	-5	25	14	32	1
N#C/C(=N\Nc1ccccc1[N+](=O)[O-])C(=N)N1CCCCC1	-6	-8	32	-1.1	11	13	24	6	-139
O=C(O)CSCC(=O)N1CCCCC1	-4	-4	16	-0.7	-5	11	-11	4	12
CCOc1cccc2sc(N(CCN(CC)CC)C(=O)c3ccc(S(=O)(=O)N4CCCCC4)cc3)nc12	-5	0	6	0.2	3	2	9	-3	13
CCCCCC(O)c1cccc(OCc2ccc3ccccc3n2)c1 (configuration not stated)	4	-5	-13	0.7	-5	28	8	6	7
CC1(C)CC(=O)C2=C(C1)OC(N)=C([N+](=O)[O-])C2c1cccs1 (configuration not stated)	-2	-3	-28	-2.3	-15	23	2	-7	30
CCOC(=O)C1=C(C)OC(N)=C(C#N)C1c1c(C)nn(-c2ccc(C)cc2)c1Cl (configuration not stated)	-7	-1	4	0.2	·	25	·	·	0
O=C(Nc1ccccc1)c1ccc(S(=O)(=O)Nc2cccc(O)c2)cc1	8	-4	0	-1.0	-2	3	23	11	17
CCc1cccc(C)c1NC(=S)NCC(c1cccnc1)N(C)C (configuration not stated)	-2	0	3	-4.6	-1	13	10	-11	5
CCOc1ccc(CCNC(=O)CCc2nc(-c3ccc(C)cc3)no2)cc1OCC	-2	-3	6	1.5	4	16	16	13	21
Cc1ccc(S(=O)(=O)NCCSc2nncn2C)cc1	0	1	19	-0.1	-3	-1	7	-14	-19
CCOC(=O)C1=NN(c2ccccc2C)C2=NC(C)=C(C(=O)OC)C(c3cccc(OC)c3)N12 (configuration not stated)	-5	-2	11	1.9	7	26	15	6	9
CCOc1ccccc1N(CC(=O)Nc1ccc(S(=O)(=O)N2CCCC2)cc1)S(C)(=O)=O	3	-5	-23	4.3	-14	2	8	-7	21
CNC(=O)c1sc2nc(-c3ccc(OC)cc3)cn2c1C	-6	0	6	0.7	-3	7	19	3	-81
O=C(NCC(c1ccco1)N1CCc2ccccc21)c1cccc(F)c1 (configuration not stated)	0	0	8	-0.8	2	31	13	9	-3
COc1ccc(NC(=S)N2CCC(C(=O)c3ccc(F)cc3)CC2)c(OC)c1	-3	3	13	-0.2	1	16	10	0	22
CC(OC(=O)c1ccc2c(=O)n3c(nc2c1)CCCCC3)C(=O)Nc1ccc(F)cc1Cl (configuration not stated)	-4	1	10	-1.0	-10	-17	6	-3	-22
Cc1cccc(NC(=O)CNC(=O)CN2C(=O)NC3(CCCc4ccccc43)C2=O)c1C (configuration not stated)	5	0	13	0.9	5	14	3	-6	20
COCCn1nnnc1C(c1cccs1)N1CCN(c2cccc(C(F)(F)F)c2)CC1 (configuration not stated)	-4	-2	0	1.4	10	26	15	-2	48
O=C(NC1CCN(Cc2ccccc2)CC1)c1ccc(Oc2cc(Cl)cc(Cl)c2)o1	-4	0	2	0.7	11	-6	6	4	42
COCCCNC(=O)[C@H]1N2C(=O)c3ccccc3C2SC1(C)C (some centres not stated)	-1	6	9	0.1	6	15	4	2	10
Cc1cc(C)n(-c2nc3ccccc3nc2Nc2ccc3c(c2)OCO3)n1	-6	-1	6	0.7	6	2	1	-3	4
FC(F)(F)c1ccc2c(c1)[nH]c(=S)n2C1CC1	-3	1	-1	1.2	4	26	-7	-6	21
OCC1(Cc2ccc(Cl)cc2)CCN(CC2CC=CCC2)CC1 (configuration not stated)	-2	-1	-4	2.3	5	3	0	1	24
Cc1cc(Cl)ccc1NS(=O)(=O)c1c(C)[nH]c(=O)[nH]c1=O	-2	-3	7	-0.4	6	-6	-5	-9	18
O=c1[nH]c(N2CCOCC2)nc2ncn(Cc3ccccc3)c12	-3	-2	2	0.2	3	-8	14	-2	-8
COc1cc(CCCN[C@H](CN)Cc2ccccc2)cc(OC)c1OC	-3	0	12	1.3	0	12	-11	-2	1
Cc1ccc(C)c(SCC(=O)Nc2cccc(S(=O)(=O)NC3=NCCCCC3)c2)c1	-1	-2	6	1.4	-5	15	11	4	-22
COc1ccc(/C=C(\NC(=O)c2ccc(Cl)cc2)C(=O)NCCCn2ccnc2)cc1OC	1	-2	20	6.8	-6	10	3	1	-21
Cc1cccc(NC(NC(=O)Cc2ccccc2)C(Cl)(Cl)Cl)c1 (configuration not stated)	2	-2	3	-0.3	-2	12	15	17	10

The final three entries of the part above come first, to join the parts.
canonical_smiles	APJ ag	UPR XBP1 act	APJ antagonist	UPR CHOP act	CXCR6 inh	tim23-1 inh	CCR6 antagonist	EBI2 block	Mdm2 MdmX PPI
Cc1ccc(C)c(SCC(=O)Nc2cccc(S(=O)(=O)NC3=NCCCCC3)c2)c1	-1	-2	6	1.4	-5	15	11	4	-22
COc1ccc(/C=C(\NC(=O)c2ccc(Cl)cc2)C(=O)NCCCn2ccnc2)cc1OC	1	-2	20	6.8	-6	10	3	1	-21
Cc1cccc(NC(NC(=O)Cc2ccccc2)C(Cl)(Cl)Cl)c1 (configuration not stated)	2	-2	3	-0.3	-2	12	15	17	10
CCN1CCC(N2CCN(c3ccccc3OC)CC2)CC1	-3	-2	16	-1.0	-4	6	-4	0	14
O=C(CCC(=O)c1cccs1)NNC(=O)c1cc(Cl)ccc1Cl	-3	-1	12	0.4	0	8	8	-3	-13
COC(=O)c1ccc(COc2ccc(/C=N/N3CCN(C)CC3)cc2)cc1	0	3	-6	4.0	-8	30	8	14	-27
COc1ccc(/C=C2/C(=N)N3C(=NC2=O)Sc2cc(S(C)(=O)=O)ccc23)cc1OC	-6	-2	6	0.2	·	14	15	·	5
O=C1CCc2cc(S(=O)(=O)Nc3ccccc3F)cc3c2N1CCC3	1	0	-2	-0.4	-6	-3	8	1	18
COc1ccc(NC(=O)CNCCC2=CCCCC2)cc1	-2	-2	-6	-1.3	0	4	7	11	22
Cc1ccc(NC(=S)N(N)CCO)cc1	-3	6	-7	0.9	-1	8	4	-1	-19
COc1ccc(CCNC(=O)C2CCC(=O)N(CCc3ccc(OC)cc3)C2)cc1 (configuration not stated)	-2	0	16	0.3	-5	4	7	6	2
CCOC(=O)c1ccc(S(=O)(=O)NCCNCc2ccccc2)cc1	-3	-3	5	-0.2	2	-2	10	3	-12
CN1C(=O)CC(N2CCC(C(N)=O)CC2)C1=O (configuration not stated)	-1	9	5	-2.7	6	6	-29	8	11
CSc1ccccc1NC(=O)c1ccccc1N(Cc1ccccc1)S(C)(=O)=O	-5	-2	16	-2.8	2	24	6	13	7
CCOc1cc(C(C(=O)NCC2CCCO2)N(C(=O)Cn2nnc3ccccc32)c2ccccc2C(C)=O)ccc1O (configuration not stated)	-1	-2	14	1.3	4	10	14	5	-2
CN(C)C(=O)CCc1ccc2c3c([nH]c2c1)[C@]1(CCC2CCCC2)[C@@H](C(=O)N2CCOCC2)C[C@H](CC(=O)NCCN2CCOCC2)C(=O)N1CC3	·	2	·	2.4	-3	26	14	-8	-6
CCCNC(=O)c1ccc2c(=O)c(O)c(-c3ccc(OC)cc3)[nH]c2c1	1	63*	1	3.2	-2	-20	12	-8	50*
O=C1CCCC2=C1C(c1ccc(Cl)cc1)n1c(s/c(=C\c3ccc4ccncc4c3)c1=O)=N2 (configuration not stated)	0	0	-28	4.4	4	31	2	31	40
Cc1ccnc(NC(=O)Cc2ccc(-c3ccccc3)cc2)c1	-6	-5	17	1.7	5	42	-3	-2	91*
O=C(NCCc1ccc(Cl)cc1)C1CCCN1C(=O)NCc1ccccc1 (configuration not stated)	0	-1	5	-0.2	-5	-8	-3	6	-2
COc1ccc(-c2c(C#Cc3ccsc3)c3cc(-c4ccc(CN5CCOCC5)cc4)ccc3n2C)cc1	-3	-1	5	-0.2	-5	3	2	-16	22
Cc1ccc(C(=O)NN2C(=O)/C(=C/c3cccn3C)SC2=S)cc1	-1	-2	12	2.5	23	4	15	2	0
N=c1sccn1CC(=O)Nc1ccccc1Oc1ccccc1	-3	-3	-4	-0.6	6	20	1	4	0
COc1cccc(NS(=O)(=O)c2c(C)cc(C)cc2C)c1	1	0	15	2.2	-3	20	4	4	18
COc1nc(Nc2ccc(OC)c(Cl)c2)nc(OC)n1	1	7	-5	0.8	-1	13	1	-11	25
NC(=O)c1ccc(NS(=O)(=O)c2ccc3ccccc3c2)cc1	0	0	-10	-0.6	-2	17	-6	-2	9
CCOC(=O)c1cc(Sc2ccccc2N)cc(C(=O)OCC)n1	-2	-1	-7	0.8	-10	2	3	-9	6
CN(CC(=O)Nc1ccc(F)cc1)C(=O)COc1ccc(C(=O)c2ccccc2)cc1	-4	-1	6	-0.4	-14	15	-13	5	24
COc1cccc(OC(=O)c2cc3ccccc3oc2=O)c1	-3	1	-26	-0.6	5	12	-3	0	-6
Cc1cc(OC(F)F)ccc1NC(=S)NCCc1ccccc1	-4	-1	10	1.3	-6	33	15	-2	7
Cc1cc(C(=O)NNC(=O)C(CCC(N)=O)NS(=O)(=O)c2ccc(Cl)cc2)c(C)o1 (configuration not stated)	-4	2	-16	0.3	2	-6	-3	1	4
Cc1ccc(NC(=O)C(OC(=O)c2ccc(C=O)cc2)c2ccccc2)cc1Cl (configuration not stated)	-1	-2	7	0.7	-4	4	24	-7	7
COc1ccc(-c2cc(C(=O)Nc3ccccc3O)c3ccccc3n2)cc1	4	4	1	2.8	-2	-1	4	26	9
O=S1(=O)N[C@@H](Cc2ccccc2)COc2cc(Br)ccc21	·	0	·	3.5	2	70*	11	-4	28
COc1ccccc1NC(=O)C1CCCN(S(=O)(=O)c2c(C)noc2C)C1 (configuration not stated)	-1	-4	19	0.6	0	18	16	-2	27
O=[N+]([O-])c1ccc(Oc2ccc(S(=O)(=O)N3CCCCC3)cc2)cc1	-4	0	8	5.0	10	28	21	-2	-1
Cc1cc(OCC(=O)N2CCN(c3ccc(F)cc3)CC2)c2c(C)cc(=O)oc2c1	14	7	-26	1.1	-5	7	10	-5	41
CCCCCC(=O)Nc1cc(N(C)C)nc2ccccc12	0	1	10	0.0	5	0	6	-20	30
CC(=O)c1c(COC(=O)c2ccncc2)nc2ccccc2[n+]1[O-]	7	-3	-33	-3.2	-2	-2	5	-8	-10
Cc1ccc(S(=O)(=O)c2c(N)n(NC(=O)c3ccco3)c3nc4ccccc4nc23)cc1	-2	1	15	6.4	-4	3	7	-9	33

An excerpt; rates above refer to the full screens.
